PRC2 inh = blocks human EZH2/PRC2 H3K27 methylation; Q15910; DELFIA TRF, 1 h; inhibition, % at 12.5 µM; 57,000 tested, 0.35% active; AID 651548;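 active means mean inhibition of replicates at least 50% and every single replicate also reaching 50%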;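 further: dimethyl H3K27 on biotinylated H3 21-44 peptide detected by antibody; plate controls were median neutral control wells for no effect and median positive control wells for full effect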
IDH1 R132H inh = blocks human IDH1 R132H reductase activity; O75874; 70,000 tested, 0.18% active; inhibition, % at 10 µM; AID 624101; diaphorase/resazurin fluorescence, 60 min; in the data active means inhibition above about 34%;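 further: 0% = DMSO and 100% = no enzyme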
Target sequence (O75874 whole entry R132H): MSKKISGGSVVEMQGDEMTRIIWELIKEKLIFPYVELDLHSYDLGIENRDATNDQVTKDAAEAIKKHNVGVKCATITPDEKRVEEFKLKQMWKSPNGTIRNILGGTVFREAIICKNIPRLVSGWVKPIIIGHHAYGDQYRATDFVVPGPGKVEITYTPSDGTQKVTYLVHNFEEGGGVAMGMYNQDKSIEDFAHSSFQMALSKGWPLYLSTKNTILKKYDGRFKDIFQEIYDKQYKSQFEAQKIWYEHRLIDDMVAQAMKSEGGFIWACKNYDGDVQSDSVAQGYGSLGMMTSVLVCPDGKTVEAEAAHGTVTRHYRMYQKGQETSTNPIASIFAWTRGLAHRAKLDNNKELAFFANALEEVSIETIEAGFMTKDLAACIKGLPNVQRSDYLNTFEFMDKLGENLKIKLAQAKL
Starred values were filed as active, the others as inactive; · = not tested or not shown. These rows are one share of the data (hit frequency here may not be typical).

SMILES	PRC2 inh	IDH1 R132H inh
CS(=O)(=O)Nc1ccc2c(c1)[C@H]1C[C@H](CC(=O)NCCN3CCCCC3)O[C@H](CO)[C@H]1O2	4	0.0
O=C(C[C@@H]1C=C[C@@H](NC(=O)C2CCC2)[C@@H](CO)O1)NCC1CC1	12	0.3
C[C@@H]1CCCCO[C@@H](CN(C)C(=O)Nc2ccccc2)[C@H](C)CN([C@@H](C)CO)C(=O)c2cc(NS(=O)(=O)c3cccs3)ccc2O1	·	3.8
CC(C)C#Cc1cnc2c(c1)C(=O)N([C@H](C)CO)C[C@H](C)[C@@H](CN(C)Cc1ccccn1)O2	·	0.3
COc1ccc(NC(=O)Nc2cccc3c2O[C@H](CN(C)S(C)(=O)=O)[C@@H](C)CN([C@H](C)CO)C3=O)cc1	·	1.8
C[C@H](CO)N1C[C@H](C)[C@H](CN(C)CC2CCCCC2)Oc2ccc(NC(=O)C3CC3)cc2CC1=O	·	0.2
C[C@@H]1CN([C@H](C)CO)C(=O)c2cc(-c3cccc(F)c3)cnc2O[C@@H]1CN(C)C	3	-2.0
C[C@H]1CN([C@@H](C)CO)S(=O)(=O)c2ccc(C3=CCCC3)cc2O[C@H]1CN(C)C(=O)CC1CC1	7	2.4
C[C@H]1CN([C@@H](C)CO)C(=O)CCCn2cc(nn2)CO[C@@H]1CN(C)C(=O)Nc1ccccc1	0	3.2
CCOc1cc(C)c(Cl)cc1S(=O)(=O)NCc1ccccn1	-5	-0.6
CC(C)NC(=O)N(C)C[C@H]1Oc2cc(-c3ccccc3)ccc2S(=O)(=O)N([C@@H](C)CO)C[C@@H]1C	-2	0.4
CN(C)CCCNC(=O)C[C@@H]1C=C[C@H](NS(=O)(=O)c2ccc(F)cc2)[C@H](CO)O1	-3	0.1
COc1ccccc1C#Cc1cnc2c(c1)C(=O)N([C@H](C)CO)C[C@H](C)[C@H](CN(C)C(=O)c1ccc3c(c1)OCO3)O2	-9	·
Cc1ccc(S(=O)(=O)Nc2ccc3c(c2)C(=O)N([C@H](C)CO)C[C@H](C)[C@@H](CN(C)C(=O)NC2CCCCC2)O3)cc1	-1	0.4
Cc1noc(C)c1NC(=O)Nc1ccc2c(c1)C(=O)N([C@@H](C)CO)C[C@H](C)[C@@H](CN(C)S(=O)(=O)c1cccs1)OCCCC[C@@H](C)O2	·	-0.8
CC(C)(OC(=O)c1ccccc1)[C@@H]1Cc2cc3ccc(=O)oc3cc2O1	-18	-0.5
CCCN1C[C@H](C)[C@H](OC)CN(C)C(=O)c2cc(NC(=O)c3ccccc3F)ccc2OC[C@@H]1C	2	0.1
O=C(CN1CCOCC1)N[C@@H]1CC[C@@H](CCn2cc(C3CCCCC3)nn2)O[C@H]1CO	3	0.2
Cc1cc2nc(-c3cccc(NC(=O)COc4ccc(Cl)cc4)c3C)oc2cc1C	11	-0.3
C[C@@H]1CCCCO[C@H](CN(C)C(=O)Nc2ccccc2)[C@H](C)CN([C@H](C)CO)C(=O)c2cc(NC(=O)Nc3ccc(C(F)(F)F)cc3)ccc2O1	·	1.2
O=C(O)C[C@H]1C[C@@H]2c3cc(NC(=O)Cc4ccncc4)ccc3O[C@@H]2[C@@H](CO)O1	-2	2.0
COC(=O)CCCCCCC(=O)N/N=C/c1cc(Br)cc(OC)c1O	-3	-0.4
C[C@@H]1CN([C@@H](C)CO)C(=O)c2cccc(NC(=O)Nc3ccc(F)cc3)c2O[C@@H]1CN(C)CC1CC1	-13	·
C[C@@H]1CN([C@H](C)CO)C(=O)c2cccc(NC(=O)C3CC3)c2O[C@H]1CN(C)Cc1ccncc1	-15	2.5
C[C@H]1CN([C@@H](C)CO)S(=O)(=O)c2ccc(/C=C/c3ccccc3)cc2O[C@@H]1CN(C)C	-2	-2.6
SMILES	PRC2 inh	IDH1 R132H inh
C[C@H]1CN([C@@H](C)CO)C(=O)c2cc(NS(=O)(=O)c3cccs3)ccc2O[C@H]1CN(C)Cc1ccc(Oc2ccccc2)cc1	·	1.4
C[C@@H]1CN([C@@H](C)CO)C(=O)c2cc(-c3cccc(F)c3)cnc2O[C@H]1CN(C)C(=O)C1CCCCC1	18	-0.5
CCc1cc(C(=O)OC)c(NC(=S)Nc2ccc(S(=O)(=O)N3CCOCC3)cc2)s1	10	0.2
C[C@@H]1CN([C@H](C)CO)C(=O)c2cccc(NC(=O)CCCCCC(=O)Nc3ccccc3N)c2O[C@H]1CN(C)Cc1ccccc1	15	-0.7
C[C@H]1CN([C@@H](C)CO)C(=O)c2c(c3ccccc3n2C)-c2ccccc2CO[C@H]1CN(C)C	2	0.4
CC(C)C#Cc1ccc2c(c1)O[C@@H](CN(C)C(=O)c1ccccc1)[C@@H](C)CN([C@@H](C)CO)S2(=O)=O	·	-0.7
C[C@@H]1CN([C@@H](C)CO)C(=O)c2cccc(NS(=O)(=O)c3ccccc3)c2O[C@H]1CN(C)C(=O)Nc1ccc(F)cc1	-8	1.3
C[C@@H]1CN([C@H](C)CO)C(=O)c2cc(NC(=O)C3CC3)ccc2O[C@@H]1CN(C)CC1CCCCC1	0	1.1
O=C(N[C@@H]1CC[C@H](CC(=O)N2CCc3ccccc3C2)O[C@H]1CO)C1CC1	3	0.0
CO[C@@H]1CN(C)C(=O)c2cc(NC(=O)Nc3cc(Cl)cc(Cl)c3)ccc2OC[C@H](C)NC[C@@H]1C	-26	0.1
CO[C@@H]1CN(C)C(=O)c2ccc(NC(=O)C3CCCCC3)cc2OC[C@@H](C)N(Cc2nccs2)C[C@@H]1C	-15	0.0
O=C(C[C@@H]1CC[C@@H](NC(=O)Nc2ccc(C(F)(F)F)cc2)[C@H](CO)O1)NCc1cc(F)cc(F)c1	-1	-0.1
CC(C)NC(=O)Nc1ccc2c(c1)CC(=O)N([C@H](C)CO)C[C@H](C)[C@@H](CN(C)C(=O)NC(C)C)O2	22	0.5
CO[C@H]1CN(C)C(=O)c2cc(NC(=O)C3CCOCC3)ccc2OC[C@@H](C)N(CC2CC2)C[C@H]1C	0	-0.2
Cc1ccccc1Cn1cc(NC(=O)C2CC(c3ccc(Cl)cc3)=NO2)cn1 (centres undefined)	16	0.1
C[C@@H]1CN([C@H](C)CO)S(=O)(=O)c2ccc(-c3cccnc3)cc2O[C@H]1CN(C)C(=O)CC1CC1	0	-3.5
Cc1ccc(-c2cnc3c(c2)C(=O)N([C@H](C)CO)C[C@@H](C)[C@@H](CN(C)C(=O)c2cccnc2)O3)cc1	-11	-0.6
CC(=O)c1ccccc1OCC(O)Cn1cnc2ccccc21 (centres undefined)	-8	0.0
O=C(CCCCCC(=O)N/N=C/c1ccc(Br)s1)NO	2	0.5
COc1ccc(CN(C)C[C@H]2Oc3ccc(NC(=O)Cc4ccccc4)cc3CC(=O)N([C@H](C)CO)C[C@@H]2C)cc1	·	1.3
C[C@@H]1CN([C@H](C)CO)C(=O)Cc2cc(NC(=O)Nc3ccccc3)ccc2O[C@@H]1CN(C)C(=O)Nc1cccc2ccccc12	·	-2.5
CNC[C@@H]1Oc2ccc(NC(=O)c3ccncc3)cc2CC(=O)N([C@H](C)CO)C[C@@H]1C	-5	1.8
COCC(=O)Nc1ccc2c(c1)C(=O)N(C)C[C@H](OC)[C@@H](C)CN(Cc1cccnc1)[C@H](C)CO2	0	0.2
CN(C)CCCCCCNC(=O)[C@H]1C[C@H]2C(=O)N3CCC[C@H]3C(=O)N2[C@H]1c1cccc(OCCO)c1	0	0.3
COc1ccc(S(=O)(=O)Nc2ccc3c(c2)C(=O)N([C@H](C)CO)C[C@@H](C)[C@@H](CN(C)C(=O)Nc2c(C)noc2C)O3)cc1	·	-2.7

Not a retest: entries from further up.
SMILES	PRC2 inh	IDH1 R132H inh
CS(=O)(=O)Nc1ccc2c(c1)[C@H]1C[C@H](CC(=O)NCCN3CCCCC3)O[C@H](CO)[C@H]1O2	4	0.0
O=C(C[C@@H]1C=C[C@@H](NC(=O)C2CCC2)[C@@H](CO)O1)NCC1CC1	12	0.3
C[C@@H]1CCCCO[C@@H](CN(C)C(=O)Nc2ccccc2)[C@H](C)CN([C@@H](C)CO)C(=O)c2cc(NS(=O)(=O)c3cccs3)ccc2O1	·	3.8
CC(C)C#Cc1cnc2c(c1)C(=O)N([C@H](C)CO)C[C@H](C)[C@@H](CN(C)Cc1ccccn1)O2	·	0.3
COc1ccc(NC(=O)Nc2cccc3c2O[C@H](CN(C)S(C)(=O)=O)[C@@H](C)CN([C@H](C)CO)C3=O)cc1	·	1.8
C[C@H](CO)N1C[C@H](C)[C@H](CN(C)CC2CCCCC2)Oc2ccc(NC(=O)C3CC3)cc2CC1=O	·	0.2
C[C@@H]1CN([C@H](C)CO)C(=O)c2cc(-c3cccc(F)c3)cnc2O[C@@H]1CN(C)C	3	-2.0
C[C@H]1CN([C@@H](C)CO)S(=O)(=O)c2ccc(C3=CCCC3)cc2O[C@H]1CN(C)C(=O)CC1CC1	7	2.4
C[C@H]1CN([C@@H](C)CO)C(=O)CCCn2cc(nn2)CO[C@@H]1CN(C)C(=O)Nc1ccccc1	0	3.2
CCOc1cc(C)c(Cl)cc1S(=O)(=O)NCc1ccccn1	-5	-0.6
CC(C)NC(=O)N(C)C[C@H]1Oc2cc(-c3ccccc3)ccc2S(=O)(=O)N([C@@H](C)CO)C[C@@H]1C	-2	0.4
CN(C)CCCNC(=O)C[C@@H]1C=C[C@H](NS(=O)(=O)c2ccc(F)cc2)[C@H](CO)O1	-3	0.1
COc1ccccc1C#Cc1cnc2c(c1)C(=O)N([C@H](C)CO)C[C@H](C)[C@H](CN(C)C(=O)c1ccc3c(c1)OCO3)O2	-9	·

Additional structures.
SMILES	PRC2 inh	IDH1 R132H inh
C[C@@H]1CN([C@H](C)CO)C(=O)c2cc(C#Cc3ccccc3)cnc2O[C@@H]1CN(C)C(=O)CN(C)C	-41	0.3
CC(=O)N(C)C[C@H]1Oc2cc(-c3ccc(C)cc3)ccc2S(=O)(=O)N([C@H](C)CO)C[C@H]1C	·	1.7
C[C@@H]1CN([C@H](C)CO)C(=O)c2cc(NS(C)(=O)=O)ccc2O[C@@H](C)CCCCO[C@@H]1CN(C)Cc1ccc(Cl)c(Cl)c1	·	-3.7
COC(=O)CCC(=O)NC(=S)Nc1c(C)cccc1C	-9	-0.2
O=C(N[C@H]1CC[C@H](CCNS(=O)(=O)c2ccc(F)cc2)O[C@@H]1CO)c1cccc(F)c1	-9	-0.5
C[C@H]1CN([C@@H](C)CO)C(=O)c2cc(NS(=O)(=O)c3ccc(F)cc3)ccc2O[C@@H]1CN(C)Cc1ccc(C(F)(F)F)cc1	12	·
CO[C@@H]1CN(C)C(=O)c2ccc(NC(=O)c3ccccc3F)cc2OC[C@H](C)NC[C@H]1C	-1	0.1
Cc1ccc(NC(=O)c2[nH]c3c(c2C)C(=O)CC(c2ccc(C(C)(C)C)cc2)C3)cc1C (centres undefined)	17	-0.6
C/C=C/c1ccc2c(c1)O[C@@H](CN(C)C(C)=O)[C@@H](C)CN([C@@H](C)CO)S2(=O)=O	-6	-1.4
O=C(C[C@H]1C=C[C@@H](NC(=O)c2cccc(F)c2)[C@H](CO)O1)NCc1ccccc1	0	-0.4
O=C(NCC[C@@H]1CC[C@@H](NS(=O)(=O)c2cccc(F)c2)[C@H](CO)O1)C1CCOCC1	-1	-0.1
C[C@@H]1CCCCO[C@H](CN(C)S(=O)(=O)c2cn(C)cn2)[C@H](C)CN([C@@H](C)CO)C(=O)c2cc(NC(=O)Nc3cccc4ccccc34)ccc2O1	·	4.7
O=C(N[C@H]1C=C[C@H](CC(=O)N2CCN(c3ccccc3)CC2)O[C@@H]1CO)c1ccncc1	-7	-0.2
CO[C@H]1CN(C)C(=O)c2cc(NC(=O)C3CCC3)ccc2OC[C@@H](C)N(CC2CCCCC2)C[C@@H]1C	-4	-0.1
COc1ccc(NC(=O)Nc2ccc3c(c2)CC(=O)N([C@@H](C)CO)C[C@H](C)[C@H](CN(C)Cc2ccc(C(=O)Nc4ccccc4N)cc2)O3)cc1	-28	0.7
C[C@@H]1CN([C@@H](C)CO)C(=O)c2cccc(NC(=O)CCCCCC(=O)Nc3ccccc3N)c2O[C@H]1CN(C)Cc1ccncc1	-9	0.4
Cc1nc(SCC(=O)Nc2cccc(Cl)c2Cl)nc2c1CCCC2	·	0.0
CO[C@H]1CN(C)C(=O)c2cc(NS(=O)(=O)CC(F)(F)F)ccc2OC[C@H](C)N(C)C[C@H]1C	-7	0.0
Cc1noc(C)c1S(=O)(=O)Nc1ccc2c(c1)CC(=O)N([C@H](C)CO)C[C@@H](C)[C@@H](CN(C)C(=O)Nc1ccccc1)O2	·	0.5
CC(C)(C)OC(=O)NCC12C=CC(O1)C1C(=O)N(Cc3ccccc3)C(=O)C12 (centres undefined)	-1	-0.4
CN(Cc1cccs1)C(=S)SCCO	-3	4.1
CC(C)NC(=O)Nc1ccc2c(c1)CC(=O)N([C@H](C)CO)C[C@H](C)[C@H](CN(C)S(=O)(=O)c1ccc(F)cc1)O2	1	0.2
C[C@H](CO)N1C[C@H](C)[C@H](CN(C)S(=O)(=O)c2ccccc2)Oc2ccc(NC(=O)CCC(F)(F)F)cc2CC1=O	1	-1.5
C[C@@H]1CN([C@@H](C)CO)C(=O)c2cccc(NS(=O)(=O)c3ccc(F)cc3)c2O[C@@H]1CN(C)S(=O)(=O)c1cn(C)cn1	·	0.5
Cc1ccc(C(C)C)c(OCCSc2nc3ncnc(N)c3[nH]2)c1	-3	0.5
Cc1noc(C)c1S(=O)(=O)N(C)C[C@@H]1OCCCC[C@@H](C)Oc2ccc(NC(=O)C3CCCCC3)cc2C(=O)N([C@@H](C)CO)C[C@@H]1C	·	1.3
C[C@H]1CN([C@@H](C)CO)C(=O)c2cccc(NC(=O)Nc3ccc(C(F)(F)F)cc3)c2O[C@@H]1CN(C)S(=O)(=O)c1cccs1	·	2.0
CCCCn1c2ccccc2c2nnc(SCC(=O)c3ccc(Cl)cc3)nc21	35	2.0
C[C@@H]1CN([C@@H](C)CO)C(=O)c2cccc(NC(=O)c3ccc(-c4nccs4)cc3)c2O[C@H]1CN(C)Cc1ccc(C(=O)Nc2ccccc2N)cc1	-25	·
Cc1ccc(S(=O)(=O)N(C)c2ccc(C(=O)Nc3cccnc3)cc2)cc1	-11	-0.2
